FN deposition inh – inhibitors of fibronectin matrix deposition, primary screen, AH1F cells, Alexa488-fibronectin fluorescence, plate reader; AH1F fibroblasts, overnight; inhibition, % at 12.6 µM; 350,000 tested, 0.086% active; AID 743247, 2014;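 active = mean inhibition across replicates of 30% or more, regardless of how many single replicates reach that level; inconclusive = mean under 30% yet at least half of replicates reach 30%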;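 note: positive control wells lacked labelled fibronectin entirely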
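Assay system: AH1F fibroblasts / Quantity: 10000 cells per well / Medium: DMEM plus 2% serum, read in PBS / Reagent: labelled fibronectin 24 nM / Dosing: single dose, pinned / Times: 1 h cell attachment, overnight exposure to compound and label / Signal: fluorescence, ex 485 nm, em 525 nm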
PglD inh – C. jejuni PglD acetyltransferase inhibitors, primary screen, biochemical, DTNB colorimetric, single point. UDP-N-acetylbacillosamine N-acetyltransferase PglD (Campylobacter jejuni). purified PglD enzyme, DTNB colorimetric CoA detection. inhibition, % at 12.5 µM. 360,000 tested, 0.098% active; in the data active = inhibition above about 16%, passing the limit was not always enough; inconclusive = no clear call, values can overlap the other calls; note: strong numbers were not always called active
Statin myotox sup – suppressors of statin myotoxicity in C2C12 myotubes, primary screen, cell-based, single point, plate reader; C2C12 myotubes + simvastatin, ATP luminescence, 48 h; scaled: DMSO 0, geranylgeraniol control 100; rescue of ATP level, % at 7.49 µM; 330,000 tested, 0.78% active; AID 602340, 2012;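 active = mean ATP rescue above about 67%, or every replicate alone reaching that limit, limit read from the data, passing the limit was not always enough; inconclusive = no clear call, values can overlap the other calls; inactive = mean under the limit and some replicate under it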;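 note: myotubes were challenged with 10 µM simvastatin during compound exposure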
PGC1a acetyl inh – inhibitors of PGC1a acetylation signal, primary screen, cell-based, U2OS, AlphaScreen, inhibitor mode | AlphaScreen anti-acetyl-lysine; with virally co-expressed GCN5 acetyltransferase | inhibition, % at 15.6 µM | 350,000 tested, 0.17% active;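 active = every replicate shows inhibition of at least 40%; inconclusive = mean inhibition at least 40% but some replicate below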;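 note: 0% = neutral control wells and 100% = positive control wells; some results beyond the cut were filed as inactive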
INS-1E GSIS act – GLuc luminescence reporter in INS-1E cells, primary screen for activators of glucose-dependent secretion of insulin. INS-1E GLuc reporter insulin secretion, 2-3 h. 370,000 tested, 0.61% active. AID 743287, 2014. activation, % at 16.6 µM;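 active = lowest replicate activation of at least 40%, so every replicate reaches that level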;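 note: 0% = median of neutral control wells and 100% = median of IBMX positive control wells; some compounds called inactive have numbers as strong as hits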
Cneo AK release – Cryptococcus neoformans cell lysis inducers, primary screen, AK release luminescence, single concentration. C. neoformans lysis, adenylate kinase release luminescence, 4 h; normalised: neutral wells 0, clomiphene wells 100. lysis activity, % at 15 µM. 360,000 tested, 0.2% active. AID 651654, 2012;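 active = mean lysis activity across replicates of at least 80%, whatever share of replicates individually reach that level; inactive = mean lysis activity below 80%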
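Assay system: Cryptococcus neoformans yeast cells / Dosing: single-point compound dose / Timing: 4 h at 37 °C static, read 1 h later / Measured by: luminescence of released adenylate kinase using an AK detection reagent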
miR-122 sensor – miR-122 Renilla sensor signal increase in Huh7, primary screen, miR-122 inhibitor project, cell-based, single point, plate reader; Huh7 miR-122 Renilla luciferase sensor, 48 h; neutral wells = 0, positive control = 100; activation (reporter increase), % at 12.5 µM; 340,000 tested, 0.3% active; AID 602342, 2012;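 active = mean replicate activation score at least 90 and every replicate individually at or above 90; inconclusive = only one of the two criteria met; inactive = neither criterion met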;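 note: higher luciferase means less miR-122 activity so hits act as miR-122 inhibitors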
CFTR F508del cor – F508del CFTR correction, initial screen, CFBE line, single point. CFBE cells, YFP halide quenching; stimulated with forskolin plus potentiator P3; % fluorescence drop versus neutral controls. activity (quench increase), % at 7.58 µM. 350,000 tested, 0.36% active. AID 720511, 2013;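 active = mean added fluorescence quench of at least 8% versus neutral control, with both replicates also reaching 8%; inconclusive = only one of the mean or replicate conditions met; inactive = mean below 8% and not both replicates reaching 8%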;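 note: cells transiently co-express mutant CFTR-F508del with the halide-sensitive YFP; corrector assay measuring rescue of mutant channel to the surface after 24 h compound exposure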
* marks the source's active call; other numbers are inactive results; ? = inconclusive; / = no result given; & = joins results of further samples; [ ] = another dose, or the depositor's remark. Rows are unselected; about 2.1% have a hit in one of these screens.

Fields – FN deposition inh, PglD inh, Statin myotox sup, PGC1a acetyl inh, INS-1E GSIS act, Cneo AK release, miR-122 sensor, CFTR F508del cor
- O=c1c(=O)n2c(nn1Cc1ccc(F)cc1)sc1ccccc12
  -9, 1, /, -2, /, 9, -1, -0.3
- Cc1noc(C)c1NC(=O)N(C)C[C@H]1Oc2c(NC(=O)CCCCCC(=O)Nc3ccccc3N)cccc2C(=O)N([C@H](C)CO)C[C@@H]1C
  1, /, /, 9, 3, /, /, 0.8
- C[C@H](NC(=O)C[C@H]1C[C@H]2c3cc(NC(=O)NC4CCCC4)ccc3O[C@H]2[C@H](CO)O1)c1ccccc1
  -8, 3, 4, 0, 0, 58, -5[16.7 µM], 0.7
- O=C(O)/C=C/c1ccccc1[N+](=O)[O-]
  9, -2, 12, 10, 8, -1, -1, 0.6
- CCOc1cc(/C=C2\C(=O)N(Cc3ccc(C)cc3)C(C)=C2C(=O)OC)ccc1O
  /, -4, 0, -7, /, 0, 0, /
- Oc1ccc2[nH]ccc2c1
  /, 0, 29, 0, -2, -1, -12, /
- Cc1cccc(S(=O)(=O)N(C)C[C@H]2OCc3cnnn3CCCC(=O)N([C@@H](C)CO)C[C@@H]2C)c1
  -1, -1, 3, 8, -10, 3, -6[16.7 µM], 5.2
- COc1ccc2[nH]c(=O)c(CN(c3ccccc3OC)S(=O)(=O)c3ccccc3)cc2c1
  9, -223, -10, -2, -2, 0, 9, -2.3
- O=C(CC1SC(N2CCOCC2)=NC1=O)Nc1ccc(Cl)cc1 (stereo not drawn)
  /, -10, 4, -9, 7, 1, 3, 1.8
- O=C(O)c1sc2cccc(Cl)c2c1Cl
  2, /, /, -15, -25, /, /, -0.9
- O=[N+]([O-])c1ccccc1/C=N/n1c(C(F)(F)F)n[nH]c1=S
  -8, /, /, 12, -18, /, /, -5.7
- CCc1nc2oc3cc(OC)ccc3c(=O)c2c(=O)n1-c1ccccc1
  -3, 5, -2, 0, /, 7, 3, /
- CCCCCn1c(N2CCN(Cc3ccccc3)CC2)nc2c1c(=O)[nH]c(=O)n2C
  -10, 1, 2, 11, /, 1, -19, /
- CC(C)NC(=O)N(C)C[C@@H]1OCCCC[C@@H](C)Oc2ccc(NC(=O)Nc3ccccc3)cc2C(=O)N([C@H](C)CO)C[C@@H]1C
  -3, -3, /, 5, 30, -2, 4[16.7 µM], 1.6
- Cc1cc(=O)[nH]c(SCc2cccc3ccccc23)n1
  3, -3, -9, /, 3, 1, /, -2.8
- O=C(COc1ccc2c(-c3ccccc3)cc(=O)oc2c1)NCc1cccs1
  8, -3, -14, 3, 6, 24, 4, /
- COc1ccccc1NC(=O)CSc1nnc(CC(=O)Nc2ccccc2)n1C
  -3, -1, -1, 1, 18, -1, 16, /
- COc1ccc(NC(=O)C2CCCN(S(=O)(=O)c3c(C)n[nH]c3C)C2)cc1 (stereo not drawn)
  5, 3, -4, -1, /, 1, -2, /
- O=C(O)c1cccc(S(=O)(=O)Nc2ccc(OCc3ccccc3)cc2)c1
  0, 4, 7, /, 4, -3, /, -1.6
- COCCn1nnnc1C(c1cc2c(C)cc(C)cc2[nH]c1=O)N1CCCCCC1 (stereo not drawn)
  /, 1, -12, 0, /, 5, 3, /
- Cc1ccc(NC(=O)CSc2nnc(CNC(=O)c3ccco3)o2)cc1Cl
  5, -4, 3, -2, -12, -1, 1, 1.0
- CCn1c(SCC(=O)NCC2CCCO2)nnc1-c1ccccc1 (stereo not drawn)
  /, 3, -9, 7, /, 17, 5, /
- COc1ccccc1C#Cc1cnc2c(c1)C(=O)N([C@H](C)CO)C[C@@H](C)[C@H](CN(C)C(=O)c1ccc3c(c1)OCO3)O2
  7, 6, 13, 2, -18, 4, -23[16.7 µM], -0.6
- C=C(C)CNC(=S)Nc1ccc(S(=O)(=O)Nc2cnc3ccccc3n2)cc1
  2, /, /, 1, 0, /, /, 2.1
- COc1ccc(NC(=O)CSc2nnc(-c3cc(C)[nH]n3)n2N)cc1OC
  1, -3, 5, -1, 0, -1, -2, -1.6
- Cn1c(=O)c2nc(-c3ccc(Cl)cc3Cl)oc2c2ccccc21
  -3, 2, 4, -1, 7, -1, -10, 1.5
- N/C(CSc1ccccn1)=N\OCc1c(Cl)cccc1Cl
  -1, 2, /, -9, -10, -4, 1, 1.8
- CCC(NC(=O)Nc1ncccc1C)(C(F)(F)F)C(F)(F)F
  /, 5, -2, -2, /, 1, -2, /
- N#C/C(=C/c1ccc(N2CCCCCC2)o1)c1cccc(F)c1
  /, 0, 39, 0, -17, -8, -2, /
- CC1(C)CC(=O)C2=C(C1)NC(SCC(N)=O)=C(C#N)C21CCCCC1
  /, -1, 24, -16, /, 2, 2, /
- O=C(Nc1ccccc1N1CCOCC1)c1ccc(N2CCOCC2)c([N+](=O)[O-])c1
  17, /, /, -6, 15, /, /, 1.5
- COCCNC(=S)N/N=C/c1ccc(N2CCOCC2)cc1
  2, -13, -3, /, -5, -1, -18, 6.1
- CCC#CCN(Cc1ccccc1Br)[C@H](/C=C/c1ccccc1)[C@@H](O)Cc1ccccc1
  /, 2, /, -13, /, -18, /, -1.2
- Cc1ccc(Cl)c(NC(=O)CN(C)CC(=O)Nc2ccc(F)c(F)c2F)c1Cl
  -7, 0, 4, 3, -11, -3, 7, -2.8
- O=[N+]([O-])c1ccc(CSc2nnc(SCc3ccc(Cl)cc3)s2)cc1
  -10, -5, 1, -6, 1, -1, -11, 1.7
- CCOC(=O)C(CC(=O)Nc1nc(C(C)=O)c(C)s1)C(C)c1ccccc1 (stereo not drawn)
  -2, 10, 14, 10, -36, -6, 14, 0.0
- O=C(NCCNC(=O)c1ccccn1)c1cccc(F)c1
  6, -4, 3, -3, 10, 1, -5, -1.8
- COc1ccccc1S(=O)(=O)N(C)C[C@H]1Oc2cc(C#CCC3CCCC3)ccc2S(=O)(=O)N([C@@H](C)CO)C[C@H]1C
  2, 1, -32, 29, -2, 4, 18[16.7 µM], 3.1
- CC(=O)Nc1ccc2c(c1)[nH]c(=O)c1ccccc12
  2, /, /, 5, -4, /, 3, -1.8
- CCOC(=O)C1(Cc2cccc(OC)c2)CCCN(C(=O)CNC(C)=O)C1 (stereo not drawn)
  -3, 4, 12, -1, -5, -13, 4, -0.5
- N#C[C@@H]1[C@@H](c2ccc(C3=CCCCC3)cc2)[C@H](CO)N1C(=O)Cc1ccncc1
  -2, -1, 10, 0, 1, -5, /, 2.4
- CCOC(=O)C1(CCOc2ccccc2)CCN(CC2CC2)CC1
  2, -3, 6, /, -46, -1, /, 1.9
- Cc1cc(C(=O)COC(=O)CN(C)S(=O)(=O)c2ccc(Cl)cc2)c(C)n1CC1CCCO1 (stereo not drawn)
  -6, -2, -17, 9, /, -3, -18, /
- O=C1C=C(c2ccccc2)C(c2ccccc2)C1 (stereo not drawn)
  3, 3, 7, -3, 23, 1, -4, -0.2
- Cc1cccc(C(=O)N2CCCC(Nc3ccc(C)c(C)c3)C2)n1 (stereo not drawn)
  2, -1, 2, 1, 2, 0, 1, -7.9
- C=CCn1c(-c2cc(-c3ccccc3)sc2N)n[nH]c1=S
  17, 6, /, 2, -6, -5, -3, -0.1
- O=C(O)CSc1nc2c(c(C(F)(F)F)n1)CCCC2
  -11&15, 12&4, 9&-7, -1, -11&8, 0&2, 18&0, 1.5&1.3
- O=S(=O)(NCCc1ccccc1)c1ccc(F)cc1Br
  -2, -2, 3, -1, -11, 0, ?, -2.0
- COc1cccc(CN2CC(C(=O)NCCc3cn4cccnc4n3)CCC2=O)c1 (stereo not drawn)
  -2, 5, 2, -3, 2, 0, -3, -0.4
- CCn1c(CC(=O)Nc2ccc(C)cc2)nnc1SCC(=O)N1CCN(c2ccccc2)CC1
  -3, 4, 0, 0, /, 1, 9, /
- O=C(COc1ccc(S(=O)(=O)N2CCOCC2)cc1)Nc1ccccc1C(F)(F)F
  4, 0, -10, -8, 12, 0, -5, /
- CO[C@@H]1CN(C)C(=O)c2cc(NC(=O)C3CC3)ccc2OC[C@@H](C)N(CCC(F)(F)F)C[C@@H]1C
  5, -1, -2, 5, 7, -2, /, 0.4
- CCC(C)(C)NC(=O)C(c1ccco1)N(C(=O)Cn1nnc2ccccc21)c1ccc2c(c1)OCO2 (stereo not drawn)
  /, 1, 9, -8, /, 2, 5, /
- CC(=O)c1c(C)[nH]c(C(=O)OCc2csc(CC(=O)Nc3ccccc3C)n2)c1C
  -13, 4, -2, /, -16, -1, /, -2.1
- CC1CCN(CCCNC(=O)c2cc3c(s2)-c2ccccc2OC3)CC1
  5, 3, -3, /, -5, 1, -5, 1.5
- COc1cccc(NC(=O)C2CCN(S(=O)(=O)c3ccc4c(c3)OCCO4)CC2)c1
  1, 1, 5, 3, /, 0, 5, /
- Clc1cccc(CNc2ccn3nc(-c4ccco4)cc3n2)c1
  /, 3, 5, -1, -10, 1, 8, -1.4
- O=C(C[C@H]1CC[C@H]2[C@@H](COC[C@H](O)CN2Cc2ccccc2)O1)NCCCN1CCOCC1
  -7&8, 3, 0, 0, 8&24, 1, 3[16.7 µM], -0.6&1.9
- CC(=O)c1cc(C#N)c(NCCCN(C)C)nc1C
  5, 3, -2, 4, -5, 1, -6, 0.2

A draw from above in order of number of heavy atoms, rising:
Fields – FN deposition inh, PglD inh, Statin myotox sup, PGC1a acetyl inh, INS-1E GSIS act, Cneo AK release, miR-122 sensor, CFTR F508del cor
- O=C(O)CSc1nc2c(c(C(F)(F)F)n1)CCCC2
  -11&15, 12&4, 9&-7, -1, -11&8, 0&2, 18&0, 1.5&1.3
- Clc1cccc(CNc2ccn3nc(-c4ccco4)cc3n2)c1
  /, 3, 5, -1, -10, 1, 8, -1.4
- CCOC(=O)C1(CCOc2ccccc2)CCN(CC2CC2)CC1
  2, -3, 6, /, -46, -1, /, 1.9
- CC1CCN(CCCNC(=O)c2cc3c(s2)-c2ccccc2OC3)CC1
  5, 3, -3, /, -5, 1, -5, 1.5
- N#C[C@@H]1[C@@H](c2ccc(C3=CCCCC3)cc2)[C@H](CO)N1C(=O)Cc1ccncc1
  -2, -1, 10, 0, 1, -5, /, 2.4
- COc1cccc(CN2CC(C(=O)NCCc3cn4cccnc4n3)CCC2=O)c1 (stereo not drawn)
  -2, 5, 2, -3, 2, 0, -3, -0.4
- CCC(C)(C)NC(=O)C(c1ccco1)N(C(=O)Cn1nnc2ccccc21)c1ccc2c(c1)OCO2 (stereo not drawn)
  /, 1, 9, -8, /, 2, 5, /
